CRFR2-BP antag: antagonists of CRF-binding protein/CRF-R2 receptor complex | HEK293 CRF-R2/CRF-BP, CRF-induced calcium fluorescence | inhibition, % at 11.8 µM | actives 0.59% (n = 350,000);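 active = inhibition of the ligand-induced calcium signal above about 50% at the single tested concentration, limit read from the data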
IDE cell inh: inhibits human insulin-degrading enzyme in HEK cells; P14735; FAbetaB cleavage, fluorescence polarization; inhibition, % at 5.59 µM; actives 0.41% (n = 320,000); AID 434962;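 active = percent inhibition above the average of all tested compounds plus 3 SD, set per screening campaign, cut at about 16% in these data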;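 note: IDE supplied by intact live HEK cells; FP after avidin binding of uncleaved biotin substrate so inhibition keeps polarization high; 0% = DMSO wells and 100% = 60 µM reference IDE inhibitor Ii1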
M4 PAM: potentiates acetylcholine response at human M4 receptor; CHO-K1 hM4/Gqi5, Fluo-8 calcium fluorescence, ACh EC20; 0% = ACh EC20, 100% = maximal ACh; AID 624126; P08173; activation, % at 3 µM; actives 0.4% (n = 360,000);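 active = activation above its plate's cutoff, the mean activation of sample wells plus 3 SD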; note: some results filed as inactive read as strong as hits
Target sequence (P08173 whole entry, looked up): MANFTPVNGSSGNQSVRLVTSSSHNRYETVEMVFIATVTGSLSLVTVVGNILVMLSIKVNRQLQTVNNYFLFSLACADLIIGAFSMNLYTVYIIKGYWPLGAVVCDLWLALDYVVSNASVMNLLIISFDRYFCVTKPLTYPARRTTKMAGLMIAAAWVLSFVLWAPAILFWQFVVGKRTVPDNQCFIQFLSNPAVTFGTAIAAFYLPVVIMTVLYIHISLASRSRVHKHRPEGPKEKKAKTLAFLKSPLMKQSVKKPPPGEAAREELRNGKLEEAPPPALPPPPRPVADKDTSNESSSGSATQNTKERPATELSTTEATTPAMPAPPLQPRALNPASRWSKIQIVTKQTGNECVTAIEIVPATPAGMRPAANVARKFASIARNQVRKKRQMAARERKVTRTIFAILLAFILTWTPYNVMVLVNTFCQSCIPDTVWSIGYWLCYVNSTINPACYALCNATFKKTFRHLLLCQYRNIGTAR
MEKK3 PB1 HTS: MEKK3-MEK5 PB1 interaction, increase or decrease; Q99759; bead-based flow cytometry, Alexa488-MEK5 binding to MEKK3; actives lie on both sides; 0 = blocked by unlabeled MEK5, 100 = vehicle; actives 1.4% (n = 290,000); binding response (% of control), % at 10 µM; AID 1529;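 active = binding response more than 3 SD above or below the average of its plate-row segment, actives on both sides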;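 note: Alexa488 bead fluorescence after subtracting the streptavidin-only scavenger bead signal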
pCIP destab: compounds decreasing mouse p/CIP protein stability | Q05BA5 | F442A p/CIP-EGFP cells, EGFP fluorescence, 16 h | decrease of EGFP signal, % at 10 µM | actives 0.01% (n = 290,000);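 active = EGFP signal decrease of at least 30% at 10 µM or well 3 SD below plate mean, unless failing retest; inactive = the rest, including hits failing retest or dose response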; note: some compounds called inactive have numbers as strong as hits; many of its hits are not listed in these tables
GalR3 antag: blocks the human galanin receptor 3; O60755; HEK293 GalR3-CNG cAMP membrane potential fluorescence; galR3 body fused to GalR1 C-terminus; inhibition, % at 3 µM; actives 0.44% (n = 360,000);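 active = inhibition above the screen-wide average plus 3 SD, cut at about 13% in these data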;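 note: forskolin and galanin both at EC90 stimulate the cells; cAMP rise reported by CNG channel membrane potential dye signal; 0% = forskolin plus galanin with DMSO and 100% = forskolin alone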
Target sequence (O60755 1-299 limits assumed): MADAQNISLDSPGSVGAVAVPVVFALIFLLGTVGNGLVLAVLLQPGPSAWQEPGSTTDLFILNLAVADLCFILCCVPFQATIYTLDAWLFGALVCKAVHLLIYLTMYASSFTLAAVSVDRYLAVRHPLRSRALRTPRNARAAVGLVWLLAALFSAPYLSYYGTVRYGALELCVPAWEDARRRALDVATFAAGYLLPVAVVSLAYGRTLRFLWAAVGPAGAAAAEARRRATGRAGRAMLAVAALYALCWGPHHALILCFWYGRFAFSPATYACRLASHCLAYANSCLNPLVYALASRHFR
CRFR2-BP ag: CRF-BP/CRF-R2 complex agonism. AID 588473. actives 0.46% (n = 350,000). activation, % at 13.2 µM. HEK293 CRF-R2/CRF-BP, calcium dye fluorescence (FLIPR); percent of saturating CRF peptide response;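 active = activation of at least 50%, plus an integration ratio under a set limit after plate pattern correction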;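 note: plate controls were neutral control wells without compound for no effect and CRF at EC100 for full effect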
PHOSPHO1 block: blocks human PHOSPHO1 phosphatase activity; Q8TCT1; recombinant PHOSPHO1, absorbance phosphatase assay; inhibition, % at 13.3 µM; actives 1.1% (n = 290,000); in the data active = inhibition above about 60%
Target sequence (Q8TCT1 whole entry, looked up): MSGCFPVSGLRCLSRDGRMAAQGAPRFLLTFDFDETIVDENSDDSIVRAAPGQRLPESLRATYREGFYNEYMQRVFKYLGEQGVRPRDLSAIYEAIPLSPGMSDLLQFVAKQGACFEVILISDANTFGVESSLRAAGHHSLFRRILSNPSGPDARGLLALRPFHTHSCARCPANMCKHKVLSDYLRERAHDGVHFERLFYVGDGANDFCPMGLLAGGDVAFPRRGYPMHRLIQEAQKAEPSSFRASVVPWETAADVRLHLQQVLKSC
IDE act: boosts human insulin-degrading enzyme activity in HEK cells; P14735; FAbeta-B cleavage, fluorescence polarization; 0% vehicle, 100% cell-free pure enzyme wells; activation, % at 5.96 µM; actives 0.073% (n = 340,000);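 active = activation above the mean of all tested compounds plus 3 SD, set per screening campaign, cut at about 17% in these data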
An asterisk follows results filed as active; · = no result given; [ ] = remark or other dose.

Start of the data: the first 6 compounds as a preview:
1: O=C(c1cc(=O)[nH]c2ccccc12)N1CCN(Cc2ccc3c(c2)OCO3)CC1
2: CCC(CO)NCC(O)COCc1ccc2c(c1)OCO2 (stereo unspecified)
3: CN(Cc1cccs1)C(=O)CCCc1c[nH]c2ccccc12
4: CSc1ncccc1C(=O)OCC(=O)c1ccc(C)s1
5: CC(=O)N1CC(C)Sc2ccc(S(=O)(=O)NC(C)c3ccccc3)cc21 (stereo unspecified)
6: CCCCC[C@H]1CN(C2CCCCC2)C(=O)[C@@H]1CC(=O)NCc1ccc(OC)cc1

assay / entry,1,2,3,4,5,6
CRFR2-BP antag,-3,3,-56,-4,-16,-2
IDE cell inh,·,4,3,-1,0,0
M4 PAM,4,20*,-4,1,-4,3
MEKK3 PB1 HTS,·,102,108,·,80*[inhibitor],105
pCIP destab,·,-6,10,·,-16,-5
GalR3 antag,-7,-5,-5,-3,-6,-4
CRFR2-BP ag,3.3,-1.3,39,-0.5,1.1,-1.3
PHOSPHO1 block,·,-13,13,·,-4,4
IDE act,-3,1,2,3,3,6

All compounds of this part, repeating the preview:
1: O=C(c1cc(=O)[nH]c2ccccc12)N1CCN(Cc2ccc3c(c2)OCO3)CC1
2: CCC(CO)NCC(O)COCc1ccc2c(c1)OCO2 (stereo unspecified)
3: CN(Cc1cccs1)C(=O)CCCc1c[nH]c2ccccc12
4: CSc1ncccc1C(=O)OCC(=O)c1ccc(C)s1
5: CC(=O)N1CC(C)Sc2ccc(S(=O)(=O)NC(C)c3ccccc3)cc21 (stereo unspecified)
6: CCCCC[C@H]1CN(C2CCCCC2)C(=O)[C@@H]1CC(=O)NCc1ccc(OC)cc1
7: COCCn1nnnc1CN1CCN2CCCC2C1 (stereo unspecified)
8: O=C(Cn1c(=O)cnc2ccccc21)N1CCN(S(=O)(=O)c2cccc([N+](=O)[O-])c2)CC1

assay / entry,1,2,3,4,5,6,7,8
CRFR2-BP antag,-3,3,-56,-4,-16,-2,2,7
IDE cell inh,·,4,3,-1,0,0,4,-1
M4 PAM,4,20*,-4,1,-4,3,1,5
MEKK3 PB1 HTS,·,102,108,·,80*[inhibitor],105,101,·
pCIP destab,·,-6,10,·,-16,-5,-2,·
GalR3 antag,-7,-5,-5,-3,-6,-4,-1,-4
CRFR2-BP ag,3.3,-1.3,39,-0.5,1.1,-1.3,4.2,-2.5
PHOSPHO1 block,·,-13,13,·,-4,4,23,·
IDE act,-3,1,2,3,3,6,0,7

9: COC(=O)c1sccc1S(=O)(=O)Nc1ccc(S(N)(=O)=O)cc1
10: CCN(CC)CCNC(=O)c1ccc(NC(=O)c2cc(S(=O)(=O)N3CCCCC3)ccc2N2CCOCC2)cc1
11: Cc1ccc(S(=O)(=O)N(C)c2ccc(OCC(=O)N3CCCCC3)cc2)cc1
12: Cc1cccc(N(C(=O)Cn2nnc3ccccc32)C(C(=O)NC(C)(C)C)c2ccsc2)c1 (stereo unspecified)
13: CC(Oc1ccccc1[N+](=O)[O-])C(=O)N/N=C/c1ccoc1 (stereo unspecified)
14: N#Cc1ccc(COC(=O)Cn2nnc(-c3ccccc3)n2)cc1
15: NC(=O)C1(c2ccccc2)OC1c1ccccc1 (stereo unspecified)
16: Cc1cc(C)nc(NC(=NCc2ccc3c(c2)OCO3)NC(=O)Nc2ccccc2)n1

assay / entry,9,10,11,12,13,14,15,16
CRFR2-BP antag,-12,2,1,-40,-5,37,-2,10
IDE cell inh,-4,·,1,5,-2,5,4,-3
M4 PAM,15,-5,5,0,0,-1,9,-3
MEKK3 PB1 HTS,97,·,101,103,97,107,·,97
pCIP destab,1,·,0,-2,-2,-2,·,-11
GalR3 antag,0,-4,1,-2,-3,-6,-5,-4
CRFR2-BP ag,-0.9,-0.8,0.5,0.6,-0.6,0.7,-1.8,0.7
PHOSPHO1 block,27,·,-4,0,-20,2,·,5
IDE act,4,2,-3,-2,7,2,-2,5

17: CC1CCc2nc3ccccc3c(C(=O)OCC(=O)N3CCc4ccccc43)c2C1 (stereo unspecified)
18: Cc1ccc(NC(=S)/N=C(\N)Nc2nc(C)c3cc(C)ccc3n2)c(C)c1
19: CSc1cccc(NC(=O)Cn2cnc(S(=O)(=O)N3CCCC3)c2)c1
20: CSc1nnc(C)c(=O)n1COC(=O)c1ccc([N+](=O)[O-])cc1
21: Cc1c(NS(=O)(=O)c2ccc(N3CCN(C)CC3)c([N+](=O)[O-])c2)c(=O)n(-c2ccccc2)n1C
22: O=C(NCc1ccccc1)c1onc(CSc2ccncc2)c1C(=O)NCc1ccccc1
23: CCOc1ccc(NC(=S)NC(=O)c2c(Cl)cnn2CC)c([N+](=O)[O-])c1
24: Cc1ccc(C)c(OCC(O)CN2CCC(C)CC2)c1C (stereo unspecified)

assay / entry,17,18,19,20,21,22,23,24
CRFR2-BP antag,-20,21,0,-3,5,1,-26,1
IDE cell inh,2,-9,3,5,-3,0,3,1
M4 PAM,-5,-1,-2,-12,-3,0,-10,-2
MEKK3 PB1 HTS,101,106,100,106,103,106,98,102
pCIP destab,-10,5,-5,-1,-13,·,-12,-13
GalR3 antag,-7,-7,2,-6,-4,9,14*,-3
CRFR2-BP ag,2.4,-1.3,-0.3,-1.4,-0.7,6.1,0.3,1.6
PHOSPHO1 block,3,-1,0,-14,20,·,-5,-16
IDE act,2,5,7,-3,3,3,0,1

25: COc1ccc(-n2c(Cc3cccn3C)nnc2SCC(=O)NC2CCCCC2)cc1
26: COc1cc(-c2nc3cnccn3c2Nc2c(C)cccc2C)ccc1O
27: COc1cccc(/C=N/NC(=O)C(=O)NCc2cccnc2)c1
28: COc1ccc(S(=O)(=O)N2CCCC(C(=O)NCc3ccco3)C2)cc1Cl (stereo unspecified)
29: Cc1[nH]n(C2=NCCS2)c(=O)c1N=Nc1cccc(C(F)(F)F)c1
30: CS/C(=C\C(=O)c1ccco1)Nc1ccccc1Cl
31: CCOC(=O)c1ccc(NC(=O)CN(C)S(=O)(=O)c2ccc(OC)cc2)cc1
32: NS(=O)(=O)c1ccc(NC(=O)c2ccccc2Cl)cc1

assay / entry,25,26,27,28,29,30,31,32
CRFR2-BP antag,6,-9,4,14,-18,-3,14,-12
IDE cell inh,-2,-3,-5,0,1,-6,5,-1
M4 PAM,-2,8,5,2,1,-3,-15,-3
MEKK3 PB1 HTS,96,103,97,·,106,98,103,100
pCIP destab,-2,-13,2,4,-3,-2,-13,-6
GalR3 antag,1,-7,1,-6,-1,0,1,-1
CRFR2-BP ag,1.2,0.8,-0.3,0.4,42,-0.9,0.7,-1.5
PHOSPHO1 block,-9,-20,46,-1,46,19,15,-9
IDE act,-3,5,1,1,1,-6,1,3

33: CC1(CC(=O)N/N=C/c2cc([N+](=O)[O-])c(O)cc2O)OCCO1
34: Cc1cc(S(=O)(=O)N2CCOCC2)ccc1NC(=O)c1ccc(F)cc1
35: O=C(c1cc(-c2cccs2)on1)N1CCN(C(c2ccccc2)c2ccccc2)CC1
36: COc1ccc(OCC#CCN2CC(C)OC(C)C2)cc1 (stereo unspecified)
37: O=C(COC(=O)CCc1nc2ccccc2c(=O)[nH]1)Nc1ccccc1
38: Cc1cc(C)n(/N=C/c2c[nH]c3ccccc23)c(=O)c1C#N
39: Cc1ccc(NNC(N)=S)cc1Cl
40: CCOc1ccccc1Oc1cn[nH]c1-c1ccc(OCC(=O)NN)cc1O

assay / entry,33,34,35,36,37,38,39,40
CRFR2-BP antag,-4,22,4,2,-15,7,21,-8
IDE cell inh,-4,-1,6,4,4,-3,-2,1
M4 PAM,9,0,0,11,4,19,10,-3
MEKK3 PB1 HTS,97,101,91,101,·,104,110,95
pCIP destab,-4,-4,-5,-5,·,5,-5,1
GalR3 antag,-3,-5,-1,-4,-7,2,2,-11
CRFR2-BP ag,-2.5,0.8,1.7,0.3,-0.2,-4.9,-1.7,-0.8
PHOSPHO1 block,-32,8,-9,32,·,7,30,10
IDE act,·,1,3,-3,2,1,0,3

41: CC(=O)Nc1c2c3c(cccc3n(C)c1=O)C(=O)c1ccccc1-2
42: CC(C(=O)NCCCc1ccccc1)c1ccc([N+](=O)[O-])cc1 (stereo unspecified)
43: CCOC(=O)C1(Cc2ccccc2C)CCCN(C(=O)c2ccoc2)C1 (stereo unspecified)
44: CCN(CCn1cccn1)Cc1cn[nH]c1-c1cccc2ccccc12
45: COc1ccc(-n2c(=O)c3ccccc3n(CC(=O)NCc3ccco3)c2=O)cc1
46: COc1cccc(N(C(=O)c2cnccn2)C(C(=O)NC2CCCCC2)c2ccc(Cl)cc2)c1 (stereo unspecified)
47: Cc1cccc(NC(=O)CCNC(=O)c2ccccc2)c1
48: O=C1CC(c2nc3ccccc3[nH]2)CN1c1cccc(C(F)(F)F)c1 (stereo unspecified)

assay / entry,41,42,43,44,45,46,47,48
CRFR2-BP antag,-1,26,-14,17,5,-22,-23,3
IDE cell inh,3,-4,-3,6,-2,1,8,5
M4 PAM,10,-2,1,-9,11,3,0,1
MEKK3 PB1 HTS,86,104,99,57,89,76,98,93
pCIP destab,-17,-5,-14,-1,1,0,-1,0
GalR3 antag,0,-6,0,-8,3,-4,-9,2
CRFR2-BP ag,3.5,0.1,-0.1,-0.8,1.6,4.0,-0.7,0.1
PHOSPHO1 block,24,47,27,37,-16,18,15,16
IDE act,0,2,4,5,3,5,-2,2

49: C/C(Cl)=C\Cn1c(NCCCn2ccnc2)nc2c1c(=O)n(C)c(=O)n2C
50: CCN(CC(=O)Nc1ccccc1OC)C(=O)CN1C(=O)NC(C)(c2ccccc2)C1=O (stereo unspecified)
51: O=C(NC(=S)NCc1ccccc1)c1cccs1
52: CN(CCc1ccccc1)C(=O)c1ccc(NC(=O)Cc2cccc(NC(=O)C3CCN(S(=O)(=O)c4cccc([N+](=O)[O-])c4)CC3)c2)cc1
53: O=C(O)c1cnn(-c2nc(-c3cccc(F)c3)cs2)c1C(F)(F)F
54: CCOc1ccc(CNC(=O)c2nnc(CS(=O)(=O)c3ccccc3)o2)cc1OC
55: O=C1NCCN1C(=O)N(c1ccccc1)c1ccccc1
56: COc1ccc(/C=N/NC(=O)C2(C)NC(C)(C)Cc3ccccc32)cc1 (stereo unspecified)

assay / entry,49,50,51,52,53,54,55,56
CRFR2-BP antag,-5,-1,-7,1,8,9,9,1
IDE cell inh,-3,-4,1,·,-2,-3,1,10
M4 PAM,-2,18,-3,8,-4,5,10,0
MEKK3 PB1 HTS,105,·,103,·,99,103,102,96
pCIP destab,-16,·,-19,·,-9,-9,-4,-2
GalR3 antag,-2,-4,-4,-5,-4,·,-6,-2
CRFR2-BP ag,0.6,-1.7,0.5,1.3,0.7,-1.8,0.2,-2.1
PHOSPHO1 block,2,·,17,·,15,20,9,37
IDE act,-5,8,2,-1,8,8,-2,1

57: O=C(COc1ccc(S(=O)(=O)N2CCOCC2)cc1Cl)N1CCCC1
58: COc1cccc(-c2ocnc2C(=O)Nc2ccc3c(c2)CCC3)c1
59: O=C1N2CCCc3cccc(c32)C12Nc1ccccc1S2 (stereo unspecified)
60: CCOC(=O)c1[nH]c(C)c(C(=O)OCCN2C(=O)c3ccccc3C2=O)c1C

assay / entry,57,58,59,60
CRFR2-BP antag,5,2,2,8
IDE cell inh,1,10,·,8
M4 PAM,1,-1,9,-1
MEKK3 PB1 HTS,103,99,110,104
pCIP destab,-1,-7,8,-5
GalR3 antag,-11,-10,2,-4
CRFR2-BP ag,-1.0,2.5,-2.3,0.5
PHOSPHO1 block,7,2,10,20
IDE act,1,-4,9,2

High-throughput results from PubChem.
